CHRM4 PAM – potentiates acetylcholine response at human M4 receptor; AID 624126; 360,000 compounds, 0.4% hits; P08173; CHO-K1 hM4/Gqi5, Fluo-8 calcium fluorescence, ACh EC20; 0% = ACh EC20, 100% = maximal ACh; activation, % at 3 µM;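 active = activation above its plate's cutoff, the mean activation of sample wells plus 3 SD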; note: some results filed as inactive read as strong as hits
CHRM5 agonist – agonists of human muscarinic M5 receptor (CHRM5). activation, % at 3 µM. CHO-K1 hM5 cells, Fluo-8 calcium fluorescence; 0% DMSO wells, 100% maximal acetylcholine response. 360,000 compounds, 0.19% hits. P08912;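 active = activation above the run's mean over test compounds plus 3 SD, cut at about 23% in these data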;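 note: signal is peak over basal fluorescence ratio across the kinetic read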
Target sequence (P08912 whole entry, looked up): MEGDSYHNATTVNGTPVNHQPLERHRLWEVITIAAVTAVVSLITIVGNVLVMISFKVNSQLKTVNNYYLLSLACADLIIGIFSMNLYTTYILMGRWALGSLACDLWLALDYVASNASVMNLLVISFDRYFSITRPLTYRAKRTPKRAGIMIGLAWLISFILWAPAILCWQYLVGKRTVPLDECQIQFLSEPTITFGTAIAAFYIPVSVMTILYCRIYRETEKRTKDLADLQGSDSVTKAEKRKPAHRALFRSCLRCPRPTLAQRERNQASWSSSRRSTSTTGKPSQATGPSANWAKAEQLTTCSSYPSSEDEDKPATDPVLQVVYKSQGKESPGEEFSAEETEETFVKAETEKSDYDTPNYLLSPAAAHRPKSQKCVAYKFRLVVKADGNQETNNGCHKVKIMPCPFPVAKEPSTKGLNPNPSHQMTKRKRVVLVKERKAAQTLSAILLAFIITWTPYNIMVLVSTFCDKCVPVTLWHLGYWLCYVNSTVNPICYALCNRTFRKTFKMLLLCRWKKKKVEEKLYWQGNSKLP
CRFBP-R2 block – antagonists of CRF-binding protein/CRF-R2 receptor complex | HEK293 CRF-R2/CRF-BP, CRF-induced calcium fluorescence | inhibition, % at 11.8 µM | 350,000 compounds, 0.59% hits;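 active = inhibition of the ligand-induced calcium signal above about 50% at the single tested concentration, limit read from the data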
CRFBP-R2 agonist – agonists of human CRF-binding protein/CRF-R2 receptor complex | HEK293 CRF-R2/CRF-BP, calcium dye fluorescence (FLIPR); percent of saturating CRF peptide response | activation, % at 13.2 µM | 350,000 compounds, 0.46% hits;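 active = activation of at least 50%, plus an integration ratio under a set limit after plate pattern correction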;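 note: plate controls were neutral control wells without compound for no effect and CRF at EC100 for full effect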
M5 PAM – positive allosteric modulators of human muscarinic M5 receptor; CHO-K1 hM5, Fluo-8 calcium, ACh EC20 PAM; 0% = ACh EC20, 100% = ACh EC100; activation, % at 3 µM; 360,000 compounds, 0.3% hits; AID 624038;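 active = activation above the run cutoff, the mean activation of all test compounds plus 3 SD, cut at about 18% in these data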
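Replicates: One well per compound, no replicates | System: Human M5 receptor in CHO-K1 cells | Benchmarks: Low control EC20 acetylcholine (0%), high control EC100 acetylcholine (100%) | Probe or stimulus: Acetylcholine, EC20 level | Times: Fluo-8 loading 80 min at 37 °C plus 30 min room temperature | Signal: Intracellular calcium via Fluo-8 fluorescence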
TAAR1 agonist – human TAAR1 agonism; activation, % at 3 µM; 360,000 compounds, 0.99% hits; CHO RD-HGA16 TAAR1, Fluo-8 calcium fluorescence; vehicle wells 0%, saturating PEA agonist 100%; Q96RJ0;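 active = activation above the mean activation of all test compounds in the run plus 3 SD, cut at about 38% in these data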
Target sequence (Q96RJ0 whole entry, looked up): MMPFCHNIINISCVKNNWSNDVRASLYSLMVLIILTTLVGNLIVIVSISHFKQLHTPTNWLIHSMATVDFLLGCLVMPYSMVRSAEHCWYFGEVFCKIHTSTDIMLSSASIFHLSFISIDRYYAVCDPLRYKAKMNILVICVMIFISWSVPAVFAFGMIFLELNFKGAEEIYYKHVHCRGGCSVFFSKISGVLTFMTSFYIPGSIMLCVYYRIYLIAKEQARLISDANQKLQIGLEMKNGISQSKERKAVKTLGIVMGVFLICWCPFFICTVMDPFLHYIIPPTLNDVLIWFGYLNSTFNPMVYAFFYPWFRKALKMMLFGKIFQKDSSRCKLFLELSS
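System: CHO-derived RD-HGA16 cells with stable Gα16 and human TAAR1 / Times: 17-24 h plating, Fluo-8 75 min 37 °C, 30 min RT / Technique: calcium-sensitive Fluo-8 signal, excitation 470-495, emission 515-575 nm / Measure: % activation relative to PEA EC100 response / Benchmarks: DMSO and PEA EC100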
TAAR1 antagonist – antagonists of human TAAR1; inhibition, % at 3 µM; AID 624466; 360,000 compounds, 1.5% hits; Q96RJ0; CHO RD-HGA16 TAAR1, Fluo-8 calcium fluorescence, antagonist;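 active = inhibition above a per-plate cutoff, the mean inhibition of test compounds on that plate plus 3 SD, cut at about 49% in these data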;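 note: 0% = DMSO plus EC80 beta-PEA response and 100% = DMSO alone without agonist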
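Material: RD-HGA16 CHO cells with stable hTAAR1 and Gα16; Dosing: single nominal final test compound concentration of 3 µM; Schedule: seeding 17-24 h prior, 75-min 37 °C, 30-min RT dye loading; Detection: kinetic Fluo-8 calcium fluorescence measurement; Measure: % inhibition from peak post-agonist over basal fluorescence ratio; Benchmarks: vehicle and agonist controls.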
M1 PAM parental – nonselective activator or artifact in parental CHO-K1 calcium assay; ATP EC20, Fluo-8 calcium fluorescence; 0% at ATP EC20, 100% at ATP max; activation, % at 3 µM; 360,000 compounds, 0.02% hits;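 active = activation above the run cutoff, the mean activation of all test compounds plus 3 SD, cut at about 40% in these data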;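 note: peak over basal fluorescence ratio in a 140 s read after ATP addition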
CHRM5 antagonist – CHRM5 antagonism in calcium assay | AID 624040 | 360,000 compounds, 0.59% hits | CHO-hM5 cells, Fluo-8 calcium fluorescence, ACh EC80 | P08912 | inhibition, % at 3 µM;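 active = inhibition above a per-plate cutoff, the mean of that plate's test compounds plus 3 SD, cut at about 27% in these data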;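 note: 0% = acetylcholine EC80 with DMSO and 100% = DMSO without agonist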
* hit, by the source's call; x = not tested or not shown.

Structure | CHRM4 PAM | CHRM5 agonist | CRFBP-R2 block | CRFBP-R2 agonist | M5 PAM | TAAR1 agonist | TAAR1 antagonist | M1 PAM parental | CHRM5 antagonist
O=C(Nn1c(SCc2ccc([N+](=O)[O-])cc2)nc2ccccc2c1=O)c1ccc(F)cc1 | -16.1 | -3.5 | -7.0 | 8.4 | -14.8 | 6.7 | 23.5 | 7.0 | 6.2
COc1ccc(N2CCN(C(=O)c3ccc(CS(=O)Cc4ccc(Cl)cc4)o3)CC2)cc1 (stereo not given) | -3.9 | -0.5 | -0.7 | -2.0 | -5.3 | 0.6 | -27.8 | -8.9 | 19.9
CCC1(CC)NC(=O)N(CC(=O)OCC(=O)Nc2cc(OC)ccc2OC)C1=O | 5.0 | 0.3 | 12.3 | -2.3 | -13.4 | 1.5 | -9.1 | -15.0 | 14.4
O=S(=O)(c1cc(Cl)ccc1Cl)N1CCN(Cc2ccco2)CC1 | 3.5 | -3.5 | 0.6 | -0.5 | 0.8 | -0.3 | -21.3 | 7.4 | -1.6
COc1ccc(N(CC(=O)NCCc2ccc(C)cc2)S(=O)(=O)c2c(C)noc2C)cc1 | 1.0 | -7.7 | 3.7 | 1.4 | 0.5 | -0.9 | -1.1 | 9.8 | -3.1
O=C(NC1CCCc2ccccc21)C1CCC(CNS(=O)(=O)c2cccc3nsnc23)CC1 (stereo not given) | -2.6 | 1.9 | -0.9 | -0.4 | -1.9 | 7.6 | 57.3* | 0.0 | -0.5
COCCCNC(=S)NC1CC2CCCC(C1)N2Cc1cccs1 (stereo not given) | 1.8 | -2.5 | -16.5 | 1.3 | -2.5 | 8.0 | 4.0 | 4.3 | 6.7
O=C(NCc1cc([N+](=O)[O-])ccc1O)c1cc(-c2ccncc2)nc2ccccc12 | -11.3 | 1.0 | -2.8 | -0.3 | -21.4 | 18.5 | 66.6* | -10.9 | 4.6
CCN1C(=O)CCN(C2CCCC2)c2nc(Nc3ccc(C(=O)NC4CCN(C)CC4)cc3OC)ncc21 | 8.6 | 6.7 | 8.9 | -4.4 | 4.7 | 7.3 | 19.7 | -7.4 | 1.5
C=C(C)CN(CC)c1ccc(N2C(=O)CCCC2=O)cc1[N+](=O)[O-] | 3.5 | -1.1 | -17.1 | 3.6 | 3.9 | 6.4 | -1.4 | -3.3 | -7.0
O=C(Cc1ccccc1)NC(NNc1ccccc1)(C(F)(F)F)C(F)(F)F | -4.0 | -12.9 | 19.3 | -2.4 | 0.8 | 2.8 | -2.3 | 5.5 | -2.6
CC(C)C[C@H]1CN(CCCC[C@@H]2CNC(=O)C(=O)N2Cc2ccccc2)C(=O)C(=O)N1CCC1CCCCC1 | 1.8 | -2.4 | x | x | 0.5 | 3.6 | -8.4 | 14.6 | 1.5
CC(C)(C)NC(=O)Cn1nnc(-c2ccccc2NC(=O)c2cnccn2)n1 | 5.8 | -1.8 | -11.1 | -0.9 | 11.9 | 3.6 | 2.9 | 21.2 | -4.0
COc1ccc(N(Cc2cc3ccc(C)cc3[nH]c2=O)C(C)=O)cc1 | 0.9 | 7.1 | -17.1 | -0.6 | -2.5 | 9.8 | 4.0 | -1.7 | 1.6
O=C(/C=C/c1ccccc1)Nc1cccnc1 | 1.6 | 4.7 | 10.3 | -1.0 | -2.6 | 11.6 | -0.3 | 22.8 | -17.2
N#Cc1ccccc1Sc1ccccc1C(=O)OCC(=O)NC1CCS(=O)(=O)C1 (stereo not given) | 3.2 | -0.8 | 18.0 | -3.7 | 2.2 | 4.1 | -0.8 | 20.0 | -11.3
CCCOc1ccccc1C1NC(=O)NC(C)=C1C(=O)OCCOC(C)C (stereo not given) | 10.5 | 0.4 | 28.7 | 0.6 | 2.8 | 8.9 | -15.0 | 15.5 | -3.8
CN(Cc1ccccc1)Cc1ccccc1F | 2.7 | -1.8 | 21.6 | -0.5 | 4.2 | 2.2 | -1.1 | -5.0 | 7.3
Cc1cccc(N2CCN(S(=O)(=O)c3c(C)[nH]c(C)c3C(=O)N3CCCC3)CC2C)c1 (stereo not given) | 7.3 | -3.6 | -4.2 | -1.0 | 0.8 | 0.0 | -11.7 | 16.1 | 0.9
COc1ccccc1NC(=O)CSc1ccc2nnc(-c3ccccn3)n2n1 | -2.0 | 0.9 | 32.5 | -0.8 | -8.2 | 1.0 | 7.4 | 14.8 | 2.3
Cn1c(=O)c2c(ncn2CCCc2ccccc2)n(C)c1=O | 10.9 | -0.5 | 17.0 | -0.5 | -3.7 | 2.0 | 9.1 | 10.3 | 0.4
O=C(Nc1cc(C(F)(F)F)ccc1Cl)C(Sc1nnc(-c2cccs2)o1)c1ccccc1 (stereo not given) | -4.5 | 0.8 | 16.4 | -1.6 | -7.6 | 7.0 | 4.1 | 11.4 | 11.6
CCc1ccccc1NC(=O)CCNS(=O)(=O)c1ccc2c(c1)CCC(=O)N2 | 0.7 | -3.2 | -4.4 | 1.0 | 3.5 | 5.6 | -15.8 | 11.7 | -2.0
COc1cccc(C(=O)Nc2nnc(-c3ccccc3)s2)c1 | 1.7 | 2.0 | -14.2 | 16.0 | -2.5 | 3.4 | -9.7 | -1.9 | 16.5
Cc1cc(Cl)ccc1OCCCC(=O)N1CCN(C)CC1 | 5.2 | -10.2 | -9.4 | 0.1 | 9.7 | 8.1 | -8.0 | -5.8 | -2.2

Full records from above. Order of values: CHRM4 PAM, CHRM5 agonist, CRFBP-R2 block, CRFBP-R2 agonist, M5 PAM, TAAR1 agonist, TAAR1 antagonist, M1 PAM parental, CHRM5 antagonist
CCCOc1ccccc1C1NC(=O)NC(C)=C1C(=O)OCCOC(C)C (stereo not given) is entered as 10.5, 0.4, 28.7, 0.6, 2.8, 8.9, -15.0, 15.5, -3.8
O=C(Cc1ccccc1)NC(NNc1ccccc1)(C(F)(F)F)C(F)(F)F is entered as -4.0, -12.9, 19.3, -2.4, 0.8, 2.8, -2.3, 5.5, -2.6

Later entries.
Structure | CHRM4 PAM | CHRM5 agonist | CRFBP-R2 block | CRFBP-R2 agonist | M5 PAM | TAAR1 agonist | TAAR1 antagonist | M1 PAM parental | CHRM5 antagonist
Cc1c(C(=O)Nc2ccccc2F)sc2ncn(CC(=O)N3CCOCC3)c(=O)c12 | -0.1 | 4.8 | 0.6 | 0.2 | 3.7 | 1.2 | -6.7 | 11.2 | -7.7
COc1ccc2oc(C(=O)OCC(=O)c3ccc4c(c3)OCCO4)c(C)c2c1 | 11.2 | -1.3 | 2.0 | -0.8 | -9.7 | 11.0 | -1.9 | -4.7 | 7.8
CCCn1c(NCc2cccs2)nc2ccccc21 | -2.3 | -2.9 | -18.9 | -0.8 | -0.2 | 6.4 | -16.3 | 12.2 | -0.2
N=c1c(S(=O)(=O)c2ccc(Cl)cc2)cc2c(=O)n3ccccc3nc2n1C1CCCCC1 | -4.0 | -3.4 | -7.5 | 8.6 | -1.1 | 0.3 | -20.6 | -6.5 | -1.5
Nc1nc(N)c(N=Nc2ccc(C(=O)O)cc2)c(N)n1 | 5.9 | -0.4 | 0.2 | 3.3 | 2.7 | 3.0 | -4.4 | -10.6 | -12.2
CC(C)(C)NC(=O)NC(=O)CN1CCN(Cc2ccccc2)CC1 | -3.7 | -13.8 | -8.9 | -1.3 | -4.0 | 5.1 | 16.9 | 0.8 | -2.1
CCc1ccccc1NC(=O)CSc1nc2ccccc2n1CC(=O)N1CCCC1 | 11.9 | 1.2 | 9.2 | -0.4 | 4.7 | 6.2 | -9.2 | 13.2 | -14.4
O=C(CCn1c(=O)oc2ccccc21)Nc1cccc(Cl)c1 | -0.6 | 3.2 | 14.4 | -4.0 | -3.7 | 1.8 | 15.2 | 12.4 | 0.7
COc1ccc2nc(Cl)c(C=O)c(N3CCOCC3)c2c1 | 2.8 | 1.5 | 4.8 | -1.7 | -0.9 | 0.9 | -13.6 | 4.7 | 2.2
O=C(NCC1CCCO1)c1ccccc1NS(=O)(=O)c1ccc(F)cc1 (stereo not given) | 8.1 | 3.5 | -19.4 | 2.7 | -3.3 | 10.4 | -2.5 | -7.5 | -10.5
O=C(COc1ccccc1)NC(=S)Nc1cccc2c(O)cccc12 | 0.6 | 16.0 | -49.2 | 6.3 | -1.7 | 42.2* | 11.7 | 4.7 | 6.3
CC(C)(C)c1ccc(S(=O)(=O)N2CCN(C(=O)C3=COCCO3)CC2)cc1 | -0.7 | 2.4 | -0.2 | 1.4 | -8.6 | 4.3 | 7.5 | -2.8 | 7.1
CC(C)N(CCNC(=O)c1nn(Cc2ccccc2)c(=O)c2ccccc12)C(C)C | 2.2 | -6.6 | x | x | 2.4 | -0.7 | -21.6 | 3.4 | -7.5
COc1ccc(NS(=O)(=O)c2cc(NC(=O)c3sccc3C)ccc2N2CCOCC2)cc1 | 8.7 | -1.6 | 0.7 | -0.2 | -2.4 | -2.5 | 10.1 | -17.0 | 2.9
Cc1ccc(S(=O)(=O)N2CCCCC2)cc1C(=O)NCC1CCCO1 (stereo not given) | 8.8 | -3.3 | -3.9 | 1.0 | -0.3 | -0.1 | -15.1 | 3.0 | 6.7
O=S(=O)(NCc1ccc2c(c1)OCO2)c1ccc(F)cc1 | 0.6 | 1.4 | -2.0 | -2.0 | 5.7 | 0.1 | -9.8 | -16.5 | 6.3
O=C(CSc1nc2ccccc2c(=O)n1Cc1ccco1)N1CCN(c2ccccc2)CC1 | 3.6 | -0.8 | 4.5 | 0.2 | -0.6 | 0.5 | -4.8 | -3.4 | -1.8
COc1ccc(C2=NN(C(=S)Nc3ccccc3)C(c3ccccc3)C2)cc1 (stereo not given) | -0.8 | -1.9 | -0.3 | -1.3 | -1.3 | 2.9 | -21.2 | 22.8 | 1.0
COCCN(C(=O)c1ccccc1F)c1nnc(-c2ccc(OC)cc2)s1 | -0.6 | 0.3 | 7.1 | -0.5 | -4.6 | 0.1 | 5.9 | -4.1 | 0.9
O=C(NCCc1ccccc1)C1CCC(CNS(=O)(=O)c2cccc3cccnc23)CC1 (stereo not given) | -12.6 | -1.1 | -2.0 | -0.7 | -5.8 | 7.5 | -20.6 | -10.5 | 12.4
COCCNC(=O)C1CCCN(c2nn3c(=O)cc(C)nc3s2)C1 (stereo not given) | 4.0 | 2.8 | -0.7 | 1.2 | 4.3 | 0.4 | -7.1 | -5.1 | -1.4
COc1cc(C(=O)Oc2ccccc2OC(=O)c2cc(OC)c(OC)c(OC)c2)cc(OC)c1OC | 2.5 | 3.2 | 13.7 | 0.3 | 6.4 | -1.7 | -8.0 | -6.0 | 1.6
Cc1ccc(OCc2cc(C(=O)NCC(C)(C)N3CCOCC3)no2)cc1C | 9.0 | -3.9 | 5.2 | 0.9 | 7.7 | 2.0 | -19.9 | 4.5 | -23.9

Source: PubChem
